High-throughput results as filed in PubChem BioAssay.
APP 5'UTR act = activators of APP 5'UTR luciferase reporter, primary screen, SH-SY5Y cells. SH-SY5Y APP 5'UTR luciferase reporter, luminescence; zero percent = DMSO vehicle wells. activation, % at 2 µM. AID 1276, 2008. hit rate 1% among 190,000;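 active = activation above a set limit, based on mean plus 3 SD of controls, cut at about 140% in these data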; also: values of inactives mirror those of a sister screen read the other way
STAT3 act = IL-6 driven STAT3 reporter potentiators, primary screen, U3A cells, luciferase, luminescence, MLSCN library | hit rate 0.91% among 190,000 | AID 871, 2007 | activation (% of control), % at 5.6 µM | IL-6 STAT3-luciferase reporter; 100% = signal with IL-6 EC80 alone;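 active = activation above the screen-wide mean of compound activation plus 3 SD, cut at about 130% in these data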;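 also: 0% = background luminescence of wells with medium and substrate only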
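Material: human STAT1-deficient U3A cells with stable STAT3-luciferase reporter / Probe or stimulus: IL-6 stimulus at 33 ng/mL final / Schedule: 1 h compound pre-exposure, 6 h IL-6 stimulation, 37 °C / Technique: luminescence / Read-out basis: percent of IL-6-only median luminescence / Control set: IL-6-only high control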
STAT1 activator = STAT1 signaling activators, primary screen, cell-based, HTS, luciferase reporter; activation (% of control), % at 5.5 µM; hit rate 2.6% among 200,000; NIH 3T3 STAT1-luciferase reporter, IFN-gamma, luminescence; 100% = IFN-gamma alone, no compound;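 active = activation above the screen-wide mean activation plus 3 SD, cut at about 130% in these data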;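 also: raw ratio to IFN-gamma control signal so 100% means no change and 0% no light; values of inactives mirror those of a sister screen read the other way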
TLR4-MyD88 BLA = inhibitors of TLR4-MyD88 association in cells, primary screen, cell-based, HeLa CL3-4, BLA complementation, FRET ratio | Toll-like receptor 4 (Homo sapiens) + Myeloid differentiation primary response protein … | hit rate 0.18% among 200,000 | AID 861, 2007 | HeLa CL3-4 TLR4/MyD88 BLA complementation | inhibition, % at 8.4 µM; in the data active = inhibition above about 25%;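 also: 0% = vehicle and 100% = reference inhibitor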
Target sequence (O00206 whole entry, looked up): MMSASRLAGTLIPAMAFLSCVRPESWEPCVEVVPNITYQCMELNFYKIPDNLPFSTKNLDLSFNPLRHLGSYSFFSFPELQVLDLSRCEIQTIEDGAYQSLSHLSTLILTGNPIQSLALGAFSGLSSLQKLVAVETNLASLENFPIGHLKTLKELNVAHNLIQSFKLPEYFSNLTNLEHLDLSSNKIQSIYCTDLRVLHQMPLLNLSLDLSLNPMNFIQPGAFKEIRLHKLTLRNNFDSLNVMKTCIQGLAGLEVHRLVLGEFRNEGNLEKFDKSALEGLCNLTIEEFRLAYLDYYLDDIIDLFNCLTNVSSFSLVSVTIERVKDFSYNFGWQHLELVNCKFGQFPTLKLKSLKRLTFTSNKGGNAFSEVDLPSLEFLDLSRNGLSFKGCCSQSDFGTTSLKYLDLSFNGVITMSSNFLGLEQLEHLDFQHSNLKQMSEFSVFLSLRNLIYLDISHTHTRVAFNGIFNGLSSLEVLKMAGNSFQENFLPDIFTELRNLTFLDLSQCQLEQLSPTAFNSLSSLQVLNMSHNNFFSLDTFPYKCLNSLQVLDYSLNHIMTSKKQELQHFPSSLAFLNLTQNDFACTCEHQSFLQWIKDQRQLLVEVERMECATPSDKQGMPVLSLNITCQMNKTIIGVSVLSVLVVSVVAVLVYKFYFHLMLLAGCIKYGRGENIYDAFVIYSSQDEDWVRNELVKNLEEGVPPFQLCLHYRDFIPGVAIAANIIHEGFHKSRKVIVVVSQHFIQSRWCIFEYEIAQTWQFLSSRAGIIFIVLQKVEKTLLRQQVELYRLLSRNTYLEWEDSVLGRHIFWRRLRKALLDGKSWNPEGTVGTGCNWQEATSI
Target sequence (Q99836 whole entry, looked up): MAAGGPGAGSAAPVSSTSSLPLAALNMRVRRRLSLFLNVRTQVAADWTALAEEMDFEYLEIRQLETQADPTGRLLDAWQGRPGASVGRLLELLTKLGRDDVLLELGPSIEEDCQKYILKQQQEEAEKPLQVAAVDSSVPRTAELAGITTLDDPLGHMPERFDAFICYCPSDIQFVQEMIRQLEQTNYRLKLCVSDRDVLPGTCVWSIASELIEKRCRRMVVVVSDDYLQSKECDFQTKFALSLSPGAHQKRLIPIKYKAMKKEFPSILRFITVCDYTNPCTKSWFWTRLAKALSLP
STAT3 inh = IL-6 driven STAT3 reporter inhibitors, primary screen, U3A cells, luciferase, luminescence, MLSCN library; IL-6 STAT3-luciferase reporter; host cell line lacks STAT1; hit rate 0.89% among 190,000; inhibition, % at 5.5 µM;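 active = inhibition above the mean inhibition across all screened compounds plus 3 SD, cut at about 44% in these data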;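 also: 0% = DMSO only wells and 100% = 100 µM nifuroxazide control wells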
Hsp70 act = Hsp70 transcriptional activators, primary screen, cell-based, HeLa, Hsp70 promoter luciferase, luminescence, 10 µM. activation, % at 10 µM. AID 1203, 2008. HeLa Hsp70 promoter luciferase reporter; scaled: vehicle 0, proteasome-inhibitor control 100%. hit rate 0.04% among 200,000;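 active = activation above the mean across all tested compounds plus 3 SD, cutoff set per campaign, cut at about 5.5% in these data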;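 also: 100% = MG132 at 30 µM as the positive control and 0% = DMSO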
DTT redox prof = compounds producing H2O2 with reducing agent – biochemical, NIH compound library profiling, artefact control for MLSCN library redox annotation, primary screen; hit rate 0.03% among 200,000; activation, % at 10 µM; DTT-dependent redox cycling H2O2, phenol red/HRP absorbance; 100% = 100 µM peroxide control, 0% = buffer;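 active = activation of at least 50% relative to the plate's high and low controls in the primary single-dose screen; inactive = activation below 50%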;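 also: compound incubated with DTT at 0.8 mM final as the reducing agent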
STAT1 blocker = STAT1 signaling inhibitors, primary screen, cell-based, HTS, luciferase reporter | NIH 3T3 STAT1-luciferase reporter, IFN-gamma, luminescence | inhibition, % at 5.5 µM | hit rate 0.35% among 200,000 | AID 920, 2007;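 active = inhibition above a set limit, the mean inhibition across all tested compounds plus 3 SD, cut at about 34% in these data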;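 also: 0% = IFN-gamma with DMSO and 100% = IFN-gamma with 300 µM nifuroxazide; values of inactives mirror those of a sister screen read the other way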
Efa HMGR inh = inhibitors of E. faecalis class II HMGR, primary screen, biochemical, Enterococcus faecalis; purified E. faecalis HMGR, NADPH absorbance 340 nm kinetic; inhibition, % at 10 µM; hit rate 0.41% among 190,000; AID 1066, 2008;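 active = inhibition above a set limit, the median over all tested compounds plus 3 SD, cut at about 9.5% in these data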;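 also: enzyme runs in reverse so mevalonate oxidation gives rising NADPH absorbance; 0% = complete reaction with DMSO and 100% = background rate lacking mevalonate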
NF-kB expr up = activators of NF-kB expression in neurons, primary screen, cell-based, HTS; hit rate 1.6% among 190,000; human neuronal cells, NF-kB reporter expression; stronger effect = higher value; fold change at 12.5 µM; in the data active = fold change above about 3.3
* hit, by the source's call; · = no result given. Random draw from the library; 5.6% or so of the library scored in one or more.

SMILES	APP 5'UTR act	STAT3 act	STAT1 activator	TLR4-MyD88 BLA	STAT3 inh	Hsp70 act	DTT redox prof	STAT1 blocker	Efa HMGR inh	NF-kB expr up
Cc1ccc2nc(CSc3nc(C)cc(C)c3C#N)[nH]c2c1	205*	102	125	-12	6	0.3	-4.6	-28	-10	2.9
CCCCOc1cccc(-c2nnc(N)s2)c1	16	95	105	-10	7	-0.3	0.8	-5	-5	1.2
CCOc1ccccc1NC(=O)C(Sc1nnc2ccccn12)c1ccccc1 (stereo not drawn)	19	113	106	-8	-9	-0.1	0.0	-6	-9	0.87
COc1ccc(N2Nc3n[nH]c(N)c3N2)cc1	18	76	98	9	30	0.2	1.1	9	-4	1.1
Cc1c(C(=O)N2CCOCC2)sc(NC(=O)Cc2ccccc2)c1C#N	-5	104	111	7	-1	-0.6	-0.1	-14	-12	0.97
CCOC(=O)c1cnc(-n2nc(C)cc2C)nc1N(CC)CC	3	102	97	7	2	-0.2	-2.1	4	-8	1.4
COc1cc(/C=N/NC(=O)CCC(=O)Nc2ccc(C)cc2)ccc1O	22	99	97	-4	4	0.1	-0.6	1	-4	1
O=C(NCC1CCCO1)c1onc(CSc2cccc3ccccc23)c1C(=O)O (stereo not drawn)	11	101	92	-1	0	0.3	10	9	-5	1.1
CC(C)N(C1=N/C(=C\c2ccco2)C(=O)N1c1ccccc1)C(C)C	-27	98	99	-15	1	-0.4	0.3	1	1	1.3
CC(C)(C)c1ccc(-c2n[nH]c(=S)n2/N=C/c2ccncc2)cc1	15	106	99	-2	-2	-0.2	0.2	1	0	1.2
CCOC(=O)C1(Cc2cccc(OC)c2)CCN(Cc2cccc(OC)c2OC)CC1	0	99	89	-9	5	-0.3	15	10	-4	0.79
Cn1c(SCC(=O)C(C)(C)C)nnc1-c1ccc(F)cc1	30	98	102	1	6	-0.2	-1.6	-4	-1	1.3
O=S(=O)(Nc1ccc(Cl)cc1)c1ccc(N2CCOCC2)c(NC(=S)NC2CC2)c1	2	102	100	-4	-1	0.0	0.1	-2	-2	1.2
CCc1nc(SCC(=O)N2CC(=O)Nc3ccccc32)c2c(C)c(C)sc2n1	-8	96	101	18	10	0.2	-3.7	-2	·	1.3
O=C1OC(c2cccs2)=N/C1=C/c1ccc(-c2cccc(C(=O)O)c2)o1	-8	97	105	-9	3	-0.3	-2.0	-6	16*	1.3
O=C(CN1C(=O)c2ccc([N+](=O)[O-])cc2C1=O)NCc1ccco1	10	102	107	1	7	0.0	-0.4	-7	3	1.4
CCOC(=O)Nc1ccc(NS(=O)(=O)c2ccc(C)cc2)cc1	2	104	92	-1	-1	0.0	1.1	9	-4	1.2
CCO[C@@H]1OC(C(=O)O)=C[C@H](C2CC2)[C@H]1CCCO	2	·	100	-2	·	-0.1	1.8	1	3	1.2
Cc1cc(C)c(NC(=O)NC(=O)c2ccc(F)cc2)c(C)n1	10	95	109	-4	10	0.2	-0.5	-10	-4	1.4
COc1cc(Br)cc(/C=N/c2ncn[nH]2)c1O	-11	104	106	10	1	-0.1	-1.6	-6	-9	1.1
C=CCSc1nc(Oc2ccccc2)c2sccc2n1	5	109	105	0	2	-0.3	0.9	-6	-5	1.2
c1ccc(OCc2nc(-c3cccs3)no2)cc1	48	108	145*	-3	-10	0.3	0.0	-55	-2	3.1
CSc1ccc(S(=O)(=O)N2CCN(Cc3ccc4c(c3)OCO4)CC2)cc1	14	121	112	11	-25	-0.2	0.1	-12	-7	1.1
Cc1ccc(C)c(NC(=O)c2ccc(N(C)S(C)(=O)=O)cc2)c1	5	103	107	4	4	-0.1	0.1	-8	-1	1.3
COc1cccc(CNc2nc3nc(C)c(Cl)c(C)n3n2)c1	23	103	119	-8	1	0.6	3.5	-20	-7	1.9
Cc1ccc(CN2C(=O)CCC2C(=O)NCCN(CC(C)C)CC(C)C)cc1 (stereo not drawn)	4	99	105	14	4	-0.1	0.8	-5	3	0.87
O=C(NCc1cccs1)C1CCC(CNS(=O)(=O)c2ccccc2)CC1 (stereo not drawn)	7	97	94	-5	8	-0.2	0.1	8	-3	1.3
Cc1ccccc1C(=O)Nc1ccc(N2CCN(C)CC2)nc1	4	101	113	8	4	0.0	-0.2	-14	-8	1.4
O=C(Nc1ccccn1)C(NS(=O)(=O)c1cccc2nsnc12)c1ccccc1 (stereo not drawn)	12	102	86	-12	1	-0.3	-1.2	15	-1	0.89
Cc1ccc(-n2c(SCC(=O)Nc3ncc(Cl)cc3Cl)nc3ccccc32)cc1	-30	98	89	-13	0	-0.2	-0.5	12	-4	0.62
O=S1(=O)N=C(N2CCCc3ccccc32)c2ccccc21	5	107	106	0	-3	-0.1	-1.0	-6	-4	1.1
CCC(CC)c1nnc(NC(=O)c2nc3nc(C)cc(C)n3n2)s1	7	97	109	2	7	-0.2	0.4	-10	-2	1.1
O=C(CCn1c(=O)oc2ccccc21)Nc1ccccc1	13	99	111	-11	5	0.6	1.3	-12	-2	1.4
Cc1ccc(SCC(=O)Nc2cccc(C)c2)cc1	-10	97	100	-11	6	0.0	0.7	-1	-1	1
Cc1nnc(SCC(=O)O)s1	-3	105	100	1	-4	0.2	0.0	-1	-1	1.7
CCOC(=O)c1sc(NC(=O)c2cc3ccccc3o2)nc1C	116	64	142*	-11	47*	-0.6	-0.9	-48	4	2.6
COC(=O)c1ccc(N2C(=O)CC(Sc3n[nH]c(C)n3)C2=O)cc1 (stereo not drawn)	1	106	105	-5	-2	-0.3	2.2	-5	0	0.96
CCOC(=O)N1CCC(NC(=O)CCc2c(C)nc3c(c(C)nn3C(C)(C)C)c2C)CC1	-4	102	87	-10	1	-0.6	1.9	14	-3	0.57
COc1ccc(/C=C(/NC(=O)c2ccccc2)C(=O)N/N=C/c2cccs2)cc1OC	12	100	97	-3	8	-0.4	-4.1	3	0	1.1
O=C(CC(Sc1n[nH]c(-c2ccccc2)n1)c1ccccc1)NCc1ccccc1 (stereo not drawn)	8	109	98	-13	-5	0.1	0.1	2	-2	1
CCOc1ccc(NC(=O)CC2Nc3ccccc3NC2=O)cc1 (stereo not drawn)	7	84	105	-2	22	0.0	-1.0	-5	-5	0.9
Cc1csc(Sc2ccc([N+](=O)[O-])cc2C(=O)OCC(=O)NC(=O)NC(C)(C)C)n1	·	99	97	2	0	-0.3	0.0	3	0	0.81
CCOc1ccc2c(c1)n(CO)c(=S)n2CO	-10	96	93	-4	8	0.1	1.9	8	-8	0.94
C#CCN1C(=O)S/C(=C/C=C/c2ccc(N(C)C)cc2)C1=O	106	100	136*	-5	0	0.0	0.4	-40	-3	3.2
CCCC(=O)N(CCc1ccc(OC)cc1)Cc1nc2ccccc2c(=O)[nH]1	-12	103	104	16	-7	-0.4	0.1	-4	1	0.91

Sorted by length of the SMILES (lowest first): part of the list above
SMILES	APP 5'UTR act	STAT3 act	STAT1 activator	TLR4-MyD88 BLA	STAT3 inh	Hsp70 act	DTT redox prof	STAT1 blocker	Efa HMGR inh	NF-kB expr up
CCOc1ccc2c(c1)n(CO)c(=S)n2CO	-10	96	93	-4	8	0.1	1.9	8	-8	0.94
COc1ccc(N2Nc3n[nH]c(N)c3N2)cc1	18	76	98	9	30	0.2	1.1	9	-4	1.1
CCOc1ccc(NC(=O)CC2Nc3ccccc3NC2=O)cc1 (stereo not drawn)	7	84	105	-2	22	0.0	-1.0	-5	-5	0.9
CCO[C@@H]1OC(C(=O)O)=C[C@H](C2CC2)[C@H]1CCCO	2	·	100	-2	·	-0.1	1.8	1	3	1.2

Further records.
SMILES	APP 5'UTR act	STAT3 act	STAT1 activator	TLR4-MyD88 BLA	STAT3 inh	Hsp70 act	DTT redox prof	STAT1 blocker	Efa HMGR inh	NF-kB expr up
Cc1cccc(OCCCn2c(CCNC(=O)C(C)C)nc3ccccc32)c1	·	100	107	3	5	-0.1	1.6	-8	-2	1
Cc1cc(C)cc(NC(=S)NCc2ccncc2)c1	30	105	96	0	4	-0.4	-0.2	5	-11	0.94
O=C(/C=C/c1cccc([N+](=O)[O-])c1)NCCSCc1cccc(Cl)c1	-2	100	91	4	0	-0.2	1.1	10	0	1.1
Cc1cc(C)nc(Nc2n[nH]c(COc3cccc4ccccc34)n2)n1	16	110	87	1	-12	0.1	0.3	14	-3	1.1
O=C(O)CCN(CCC(=O)O)c1nnc(SCc2ccccc2)s1	7	96	102	3	12	-0.6	-0.1	-2	-1	0.99
CCOC(=O)c1ccc2ncc(-c3ccccc3)nc2c1	139*	90	148*	-13	14	-0.2	-0.9	-54	5	4.2*
O=C(Nc1ccccc1)c1ccc(S(=O)(=O)N2CCOCC2)cc1	20	92	97	7	11	-0.4	-0.1	3	0	1.4
O=C(c1ccc([N+](=O)[O-])cc1[N+](=O)[O-])n1cnc2ccccc21	28	109	95	-6	-3	-0.4	-0.2	5	-4	0.91
S=C(Nc1cccc(Br)c1)c1ccccc1	7	95	108	-1	4	0.0	-0.1	-9	-2	1.2
CC1CCCCN1CC(=O)Nc1ccc2c(c1)OC(F)(F)O2 (stereo not drawn)	9	90	105	-7	15	-0.3	-1.8	-5	-3	1.4
CC(C)CN1CN(Cc2ccccc2)CNC1=S	-7	95	103	-7	6	-0.4	-0.2	-4	-2	1.1
Cc1ccc(S(=O)(=O)N/N=C/c2ccc(OCC(=O)Nc3ccccc3Cl)cc2)cc1	11	97	105	8	4	-0.3	2.2	-6	-4	1.9
COc1ccc(OCCC(=O)OCC(=O)NC(=O)NC(C)C)cc1	-14	99	107	7	5	-0.1	1.4	-8	-4	1.1
CC(CCc1ccccc1)NC(=O)CN1CCN(Cc2ccccc2)C1=O (stereo not drawn)	2	100	95	1	2	-0.3	1.4	5	-1	0.94
CN(C)NC(=O)C(NC(=O)c1ccc(N)cc1)C12CC3CC(CC(C3)C1)C2 (stereo not drawn)	7	99	98	1	3	-0.3	-1.8	2	-8	1
COc1ccc(S(=O)(=O)N2CCCC(C(=O)NCc3ccncc3)C2)cc1 (stereo not drawn)	-2	100	90	1	4	-0.3	0.7	11	0	0.94
Cc1cc(C)n(-c2ccc(F)cc2CN2CCN(Cc3ccccc3)C(CCO)C2)n1 (stereo not drawn)	5	106	105	-7	-2	-0.1	-1.4	-7	-2	0.89
CCn1c(C)nc2c(=O)oc3ccccc3c21	-4	100	102	4	9	0.0	1.9	-2	-6	0.96
